Integrin act MD – activates integrin-mediated alleviation for muscular dystrophy | alpha7betagal myoblasts, beta-gal FDG fluorescence, 48 h | Potency, µM (titrated, usually from 38.3 µM), without a hit: at the top dose activation, hits mostly activators | actives 0.064% (n = 350,000) | AID 624291;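 note: potency is the fitted concentration of half-maximal effect; 100% = response of the positive control SU9516; nearly all actives have a fitted effect of over 60% in size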
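alpha7betagal+/- myoblasts (passage 13, 250/well) treated 48 h at 37C with compounds at 1:260 dilution of DMSO stock. Lysed, then beta-galactosidase activity read as FDG fluorescence (ex 480/em 540) after 30 min, with pre-read for autofluorescence.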
PTAP TSG101 blk – blocks PTAP/TSG101 interaction to inhibit HIV-1 budding; Fluorescence polarization, FITC-PTAP peptide / Tsg101 binding; Potency, µM (titrated, usually from 115 µM), for the others: top-dose activity change, negative = inhibition, actives largely listed as inhibitors; 340,000 tested, under 10 active; AID 493005; active = well fitted inhibition curve with a large enough effect in the main read-out, with a control signal flat, not every such curve was filed as active; inconclusive = small, poorly fitted or top-dose-only effect, or effect the other way, or a change in a side signal; inactive = no such curve, though single readings can be large or run the other way; note: potency is the fitted concentration of half-maximal effect; % of control where 0% means no effect
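Steps: Tsg101 binding domain dispensed (10 uM final), compounds pinned in DMSO, FITC-labeled PTAP-motif peptide added (50 nM final); after 20 min binding at room temperature, polarization measured.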
Eya2 phos inh – Eya2 (human) phosphatase inhibition. O00167. recombinant Eya2, OMFP fluorescence dephosphorylation (OMFP is methylfluorescein phosphate). Potency, µM (series often up to 76.9 µM), without a hit: top-dose activity, negative = inhibition, actives largely listed as inhibitors. actives 0.006% (n = 330,000); note: potency is the fitted concentration of half-maximal effect; % is set by controls: 0 for no effect and ±100 for the full control effect
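Eya2 (0.2 uM) preincubated 10 min at ambient with compound, then OMFP substrate added at 50 uM; 10 min reaction in 50 mM HEPES pH 7.5, 50 mM NaCl, 5 uM MgCl2, 0.05% BSA, 1 mM DTT. Fluorescence read at Ex 485/Em 525 nm.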
ASM inhibitor – human S-ASM enzyme inhibition; P17405; placental ASM, HMU-PC fluorogenic substrate, 60 min; Potency, µM (titrated, usually from 57.5 µM), for the others: top-dose activity change, negative = inhibition, hits mostly inhibitors; actives 0.006% (n = 340,000); AID 504937; note: potency is the fitted concentration of half-maximal effect
Target sequence (P17405 47-631 limits assumed): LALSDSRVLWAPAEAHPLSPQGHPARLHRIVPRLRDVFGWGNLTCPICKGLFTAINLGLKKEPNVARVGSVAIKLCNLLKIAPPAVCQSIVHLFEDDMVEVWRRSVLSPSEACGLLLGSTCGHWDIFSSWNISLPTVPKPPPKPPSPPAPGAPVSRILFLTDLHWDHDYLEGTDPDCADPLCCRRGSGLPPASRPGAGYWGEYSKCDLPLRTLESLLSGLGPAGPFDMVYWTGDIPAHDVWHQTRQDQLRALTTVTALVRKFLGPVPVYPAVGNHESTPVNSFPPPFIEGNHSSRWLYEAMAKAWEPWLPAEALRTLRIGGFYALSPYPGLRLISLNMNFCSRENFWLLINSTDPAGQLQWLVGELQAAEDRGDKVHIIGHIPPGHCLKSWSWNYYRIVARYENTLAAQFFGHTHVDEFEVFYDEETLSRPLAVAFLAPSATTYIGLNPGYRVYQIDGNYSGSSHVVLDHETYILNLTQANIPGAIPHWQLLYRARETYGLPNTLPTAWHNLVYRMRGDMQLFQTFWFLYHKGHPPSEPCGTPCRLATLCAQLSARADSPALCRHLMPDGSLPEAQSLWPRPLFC
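Human placenta-derived ASM enzyme was preincubated with compound for 10 minutes at room temperature, then given fluorogenic substrate HMU-PC0 (9 uM final) for 60 minutes at 37 °C; a pH 10 stop preceded fluorescence reading at Ex 386/Em 447 nm.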
BCR signal inh – blocks chronic active B-cell receptor signaling | Potency, µM (highest dose often 46.1 µM), without a hit: at the top dose ratio change, negative = lower green/red ratio, actives largely listed as inhibitors | actives 0.05% (n = 340,000) | ABC-DLBCL IkBa-CBG/CBR reporter, luminescence ratio, 4 h; active = well fitted inhibition curve with a large enough effect in the signal ratio, with a control signal flat, not every such curve was filed as active; inconclusive = small, poorly fitted or top-dose-only effect, or effect the other way, or a change in a side signal; the % refers to the signal ratio;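 note: potency is the fitted concentration of half-maximal effect; plate controls were basal doxycycline-induced cells for no effect and cells given 10 µM MG132 for full effect; MG132 reads +100%, hits lower the ratio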
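Concentration-response series (up to 46 uM) were applied to TMD8 dual-reporter cells for 4 h at 37C with doxycycline. Green/red ratio, after filter-overlap correction, defined %Activity; red signal alone was normalised to basal cells and zero luminescence.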
Tb PFK inh – inhibitors of T. brucei phosphofructokinase | T. brucei PFK, ADP-Glo luminescence | Potency, µM (series often up to 57.5 µM), without a hit: at the top dose activity, negative = inhibition, most hits filed as inhibitors | actives 0.17% (n = 330,000) | AID 485367;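 note: potency is the fitted concentration of half-maximal effect; 0% = uninhibited 1x PFK enzyme wells and -100% = no-enzyme wells; nearly all actives have a fitted effect of over 60% in size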
Target sequence (O15648 whole entry, looked up): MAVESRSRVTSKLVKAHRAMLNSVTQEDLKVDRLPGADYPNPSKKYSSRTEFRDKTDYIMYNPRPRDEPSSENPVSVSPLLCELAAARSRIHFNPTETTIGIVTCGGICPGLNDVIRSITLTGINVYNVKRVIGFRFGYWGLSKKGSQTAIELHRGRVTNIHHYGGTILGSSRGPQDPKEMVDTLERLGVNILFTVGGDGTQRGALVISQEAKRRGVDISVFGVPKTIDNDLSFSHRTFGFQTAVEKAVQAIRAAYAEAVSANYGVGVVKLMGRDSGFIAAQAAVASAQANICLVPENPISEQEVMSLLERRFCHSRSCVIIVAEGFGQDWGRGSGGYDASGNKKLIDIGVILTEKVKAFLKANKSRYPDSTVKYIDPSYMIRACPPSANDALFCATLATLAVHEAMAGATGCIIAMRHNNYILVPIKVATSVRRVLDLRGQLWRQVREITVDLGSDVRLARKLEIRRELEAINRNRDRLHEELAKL
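Activity is normalized to no-enzyme wells (full inhibition) and 1.25 nM enzyme wells (no inhibition). Reaction: 0.5 mM F6P, 0.1 mM ATP, 45 min RT, ADP-Glo luminescence; concentration-response curves fitted and classed by quality.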
TSHR antagonist – human thyrotropin receptor antagonism; P16473; TSHR-expressing cells, TSH-stimulated cAMP HTRF, 2 h; hits give low values; activity change, negative = inhibition, % at 11.5 µM; actives 0.2% (n = 330,000); AID 504810;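 active = activity change below a set negative limit, meaning inhibition stronger than a set level, cut at about -70% in these data; inconclusive = activity change between two set negative limits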; note: % is set by controls: 0 for no effect and ±100 for the full control effect
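Competitive HTRF cAMP read-out (cryptate anti-cAMP antibody, cAMP-d2; 30 min, room temperature) in freshly harvested TSHR cells. Compounds added before TSH at EC80 (4nM final), followed by 2 hours' incubation at 37 deg C.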
ELG1 DNA repair – inhibitors of ELG1-dependent DNA repair in HEK293T cells | HEK293T ELG1-luciferase reporter, luminescence, 16 h; DNA damage induced by 5-fluorouridine | Potency, µM (doses to about 46.1 µM), for the others: at the top dose activity change, negative = inhibition, most hits filed as inhibitors | actives 2.3% (n = 330,000); note: potency is the fitted concentration of half-maximal effect; % is set by controls: 0 for no effect and ±100 for the full control effect; nearly all actives have a fitted effect of over 55% in size
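Cells (2,000 per well) received 5-fluorouridine plus test compound or DMSO and were incubated 16 hr at 37 °C, 5% CO2. Luciferase activity was read by luminescence 30 min after ONE-Glo addition; signal suppression marked inhibition of damage-induced ELG1 function.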
A-T KAP1 phos – potential ataxia-telangiectasia treatment; […] A-T fibroblasts, KAP-1 phosphorylation AlphaLISA; neocarzinostatin DNA damage 30 min before lysis; Potency, µM (doses to about 57.5 µM), without a hit: top-dose activation, hits mostly activators; actives 0.19% (n = 320,000); AID 485349; note: potency is the fitted concentration of half-maximal effect; % of control where 0% means no effect; nearly all actives have a fitted effect of over 45% in size
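ATM-like activity read as KAP-1 phosphorylation via AlphaLISA donor/acceptor antibody pairs after lysis and 6 hr at 25C. Cells were ATM-null patient fibroblasts ([…], hTERT), dosed 60 min, then exposed to the DSB inducer NCS for 30 min.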
Mito fusion act – inhibitors of mitochondrial division or activators of mitochondrial fusion; actives 0.23% (n = 320,000); Potency, µM (top dose mostly 46.1 µM), for the others: at the highest dose growth rescue (activation), actives largely listed as activators; S. cerevisiae fusion-defective mutant growth rescue, CellTiterGlo 48 h;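 note: potency is the fitted concentration of half-maximal effect; % of control where 0% means no effect; nearly all actives have a fitted effect of over 45% in size; temperature-sensitive fusion mutants such as fzo1-1 at 37 °C on non-fermentable ethanol glycerol medium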
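S. cerevisiae fusion-defective temperature-sensitive mutants (e.g. fzo1-1, mgm1-5) grown 48 h at 37C in YPEG (ethanol/glycerol non-fermentable) medium with 23 nl compound per well; growth rescue read as CellTiterGlo luminescence.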
TCR activator – activates T cell receptor signaling. primary human leukocytes, anti-CD3, IL-2 HTRF, 48 h. Potency, µM (top dose mostly 9.22 µM), for the others: at the top dose activation of IL-2 secretion, actives largely listed as activators. 330,000 tested, under 10 active. AID 504894; note: % of control where 0% means no effect
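IL-2 release read by HTRF sandwich (Eu cryptate donor, d2 acceptor, 665 nm emission) after 48 hr exposure of primary human leukocytes to compound together with anti-CD3 beads in the absence of co-stimulatory signals.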
Active calls of the source: *; ? = inconclusive; · = not tested or not shown; [ ] = dose if it differs, or a comment. Unless noted, calls come from the whole dose curve; as a rule, active = well fitted curve in the direction sought with a large enough effect; inconclusive = small, poorly fitted or top-dose-only effect, or another doubt; inactive = no such curve, though single readings can be large; an effect the other way counts as inactive or inconclusive. This is a random part of the collection, and some 3.2% of all compounds hit somewhere here.

SMILES | Integrin act MD | PTAP TSG101 blk | Eya2 phos inh | ASM inhibitor | BCR signal inh | Tb PFK inh | TSHR antagonist | ELG1 DNA repair | A-T KAP1 phos | Mito fusion act | TCR activator
O=C(NC1CCS(=O)(=O)C1)Oc1ccc(Cl)cc1 (centres undefined) | 15% | -2% | -11% | 3% | 8% | -7% | 5 | 11% | 4% | 4% | -4%
COCCN1C(=O)C(=O)/C(=C(/O)c2ccc(S(=O)(=O)N3CCOCC3)cc2)C1c1cccc([N+](=O)[O-])c1 (centres undefined) | -17% | -8% | -4% | -1% | 3% | 0% | 4 | ? | 14% | 6% | 6%
CC1=C(C(=O)OC2CCCC2)C(c2coc3ccc(C)cc3c2=O)C2=C(CCCC2=O)N1 (centres undefined) | 0% | -7% | 8% | 15% | -4% | 1% | -12 | 5% | -3% | -6% | 9%
CCCNS(=O)(=O)c1ccc(OCC(=O)NCCC2=CCCCC2)cc1 | 24% | -2% | 2% | -2% | 6% | 1% | 1 | ? | 1% | -2% | 10%
O=C1CC(c2c(F)cccc2Cl)C2=C(COC2=O)N1 (centres undefined) | -6% | -1% | 24% | 0% | -5% | -3% | -7 | 10% | 1% | 0% | 4%
CCC(Sc1nc(-c2ccccc2)cc(=O)[nH]1)C(=O)O (centres undefined) | -4% | 0% | 15% | 6% | 0% | 6% | 5 | 4% | -5% | -2% | 2%
COc1ccc(N2CCCn3c2nc2c3c(=O)n(Cc3ccc(F)cc3)c(=O)n2C)c(OC)c1 | 27% | -1% | 12% | 4% | 8% | 6% | 7 | 1% | 2% | 9% | -3%
OCC[C@H]1C[C@H](O)[C@@H](O)[C@]2(Cc3ccccc3CO2)O1 | -1% | -4% | 12% | 1% | -6% | 2% | 5 | 6% | 3% | -6% | -3%
CCCCOc1ccccc1NC(=O)CC1SC(=NCC)N(CC)C1=O (centres undefined) | 3% | -2% | -14% | -3% | -16% | -9% | -1 | ? | 9% | 8% | -8%
Cc1cccc(C)c1NC(=O)CN(C)C(=O)c1ccccc1OCc1ccc(F)cc1 | 0% | -2% | 5% | · | -1% | 2% | 1 | 10% | -1% | 4% | -1%
COc1ccc(NC(=O)CCN2C(=O)C3CC=C(Cl)CC3C2=O)cc1 (centres undefined) | 13% | 0% | 7% | -2% | 9% | 3% | 4 | -5% | 2% | -12% | 0%[46.1 µM]
COc1ccc(S(=O)(=O)NCc2nc3nc(C)cc(C)n3n2)cc1OC | 8% | 0% | 9% | 3% | -9% | -4% | 0 | -4% | 1% | 1% | -7%
COc1ccccc1NC(=O)CCN1CCN(CCC(=O)Nc2ccccc2OC)CC1 | · | · | 31% | · | 0% | -4% | 21 | 15% | -1% | -2% | ·
COc1ccccc1CN(C)CC(=O)Nc1ccccc1-c1ccccc1 | 31% | 1% | -7% | 2% | 8% | -1% | -15 | -14% | 25% | -1% | 0%
CCCn1c(C)cc(C(=O)COc2ncnc3sccc23)c1C | -7%[7.66 µM] | -9% | -13% | -3% | 6% | 0% | -5 | ? | -3% | -8% | ·
CCOC(=O)C1=C(N)OC2=C(C(=O)CC(C)(C)C2)C1c1ccc(C)s1 (centres undefined) | 21% | -4% | -23% | -2% | ? | 21% | 1 | 6% | 3% | 7% | -4%
COc1ccc(NC(=O)C2CCN(S(=O)(=O)c3ccc4c(c3)NC(=O)CO4)CC2)cc1 | 0% | -5% | 6% | -3% | ? | 1% | 8 | 2% | -8% | -1% | 1%
CCC(=O)N1CCN(c2ccc(NC(=S)NC(=O)c3cccc([N+](=O)[O-])c3)cc2)CC1 | -15% | -5% | -5% | -3% | -38% | 7% | -2 | ? | -2% | 2% | -3%[46.1 µM]
CCCCn1c(N)c(N(CC(C)C)C(=O)CCNC(=O)c2ccc(Br)cc2)c(=O)[nH]c1=O | 11% | -6% | -13% | 5% | 1% | -4% | 2 | 15% | 2% | -3% | 0%
O=C(NC1CCCC1)c1ccc2c(c1)N(Cc1ccc(F)cc1)CCS2 | -6% | -3% | 2% | 212%[activator] | ? | 2% | -7 | -17% | 4% | -2% | -3%
Nc1ncc(-c2nnnn2-c2ccc(Cl)cc2)c(-c2ccc(Cl)cc2)n1 | -4% | -11% | 16% | 0% | ? | 3% | 0 | -21% | -8% | 3% | -2%
CCOc1ccc(S(=O)(=O)Nc2cccc(C(=O)NCCCn3ccnc3)c2)cc1 | ? | -5% | 5% | 6% | -1% | 2% | 18 | 4% | -10% | 9% | 0%
CCOc1ccc(Oc2ccccc2NC(=O)CN2C(=O)NC3(CCCC3)C2=O)cc1 | 0% | 0% | -25% | 0% | -5% | 0% | 8 | 12% | -6% | -2% | -3%
CC(=O)c1cccc(NC(=O)CN2CCN(S(=O)(=O)/C=C/c3ccccc3)CC2)c1 | -33% | 3% | 1% | 0% | 1% | 0% | -4 | -6% | 19% | 3% | -5%
Cc1oc(-c2cccc(Cl)c2)nc1CSCC(=O)O | 0% | -6% | -2% | 2% | ? | 16% | 2 | -19% | 16% | -1% | 2%
CC(=O)c1sc(NC(=O)c2c(F)cccc2F)nc1-c1ccccc1 | 23% | -3% | 4% | -10% | ? | 3% | -9 | ? | -2% | 4% | -5%
Cc1cc(C)nc(NN2C(=O)C=CC2=O)n1 | -7% | -2% | -9% | 0% | ? | 27% | 9 | -1% | 32% | -12% | -1%
Cc1ccc(-n2nc3c(=O)n(CC(=O)NCCc4cccs4)nc(C)c3c2C)cc1 | -14% | -7% | 3% | -1% | 2% | -4% | -17 | -12% | 4% | -4% | -1%
CCOC(=O)CN1C(=O)c2ccccc2Sc2ncccc21 | 2% | -8% | -17% | 0% | -1% | -4% | 5 | 14% | 2% | -2% | -12%
CC(C)c1ccc(OCC(=O)NNC(=S)NC(=O)C2CC2)cc1 | -28% | 3% | -3% | 2% | ? | -1% | 15 | -18% | 7% | -17% | ·
COc1ccc(NS(=O)(=O)c2cccc(C(=O)N/N=C(\C)c3ccncc3)c2)cc1 | -16% | -8% | 5% | -3% | 0% | 0% | 6 | 17% | 3% | -11% | -3%[46.1 µM]
CC1(C(=O)NC2CCCC2)CCC(=O)N1Cc1cccs1 (centres undefined) | 2% | -7% | 8% | 2% | -2% | -1% | -1 | ? | -3% | -1% | 8%
CCOC(=O)c1sc(NC(=O)CSc2ncccn2)nc1C | -2% | -3% | -10% | 4% | ? | -1% | -4 | 0% | -16% | 9% | -2%
Cc1ccc(NC(=O)CN2C(=O)NC3(CCCC3)C2=O)c(Cl)c1 | -34% | -7% | 2% | -1% | 0% | 0% | -5 | 14% | -8% | 8% | -9%
CC(=O)NC1=NN(C(C)=O)C(c2ccc(C(C)C)cc2)S1 (centres undefined) | -19% | 1% | -15% | -1% | -1% | 2% | 9 | 15% | -1% | -1% | 1%[46.1 µM]
COc1ccccc1CNS(=O)(=O)c1c(C)[nH]c(C)c1C(=O)N1CCCCC1 | 0% | -8% | 12% | 0% | 4% | 1% | 8 | 20% | 0% | -1% | 2%
O=C(NCCN1CCN(c2ccccc2)CC1)c1cccc(Cl)c1 | 6% | -6% | 6% | 1% | -6% | 6% | 17 | 2% | 0% | -9% | 7%
CCCN(CCC)Cc1cc2ccccc2c2c1COC2 | -8% | -6% | 0% | 1% | ? | 3% | -2 | 17% | · | -2% | 5%
CCOC(=O)CON1C(=O)C(C)(C)N(OCC(=O)OCC)C(=O)C1(C)C | -8% | -4% | -9% | 4% | 4% | -5% | 0 | -5% | 2% | -3% | 10%

Screening data (PubChem)
